T cell modulator: modulators of CD8 T cell-vesicle binding, primary screen, mouse 2C CD8+ T cells, flow cytometry. 2C CD8+ T cell-vesicle binding; hits give low values. calls only at 7 µM. 0.068% of 330,000 active;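 active = response, share of CD8 T cells binding vesicles, and their 90th percentile fluorescence all below set limits, cut at about 80% in these data, passing the limit was not always enough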
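Also added: QL9-peptide-loaded Drosophila micro-vesicles bearing Ld, ICAM-1 and B7-1; Test system: purified 2C TCR transgenic mouse naive CD8+ T cells; Measured by: cytometric PE anti-B7-1 and Alexa647 anti-CD8 signals after 1% paraformaldehyde fixation; Timing: binding step 1.5 h, 37 °C, antibody labelling 20 min, ice.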
Lipid droplet: inhibitors of hepatocyte lipid droplet formation, primary screen, imaging, high-throughput imaging, BODIPY stain; AML12 mouse hepatocytes, oleate lipid droplets; inhibition, % at 6.5 µM; 0.4% of 240,000 active;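 active = lipid droplet intensity inhibited by at least 50%, with more than 500 cells counted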
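Material – mouse AML12 hepatocyte cell line, fixed after treatment · Compound dosing – one dose, 6.5 µM compound · Times – compound with oleate, overnight · Measured by – Image-based BODIPY and DAPI two-channel analysis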
PhoP inhibition: inhibitors of PhoP regulon expression, primary screen, Salmonella Typhimurium, GFP reporter (AID 1863); inhibition, % at 50 µM, or IC50 in µM where a hit was titrated; S. Typhimurium PhoP-regulated promoter GFP reporter, 4 h; higher % means a stronger effect; 0.16% of 300,000 active;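 active = inhibition over 29.93%, a cutoff 3 SD above the screen mean, later confirmed by dose response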;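 note: 0% = low Mg2+ inducing control and 100% = high Mg2+ repressing control; strong numbers were not always called active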
Lipid droplet cells 6.5 µM: second read-out of Lipid droplet, no call of its own (marks repeat the call); cell count; measured here: cell count, cytotoxicity flag;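 cells counted across two imaged fields per well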
T cell modulator vesicle-bound %: further read-out of T cell modulator, marked with its call; double positive events, %; measured here: CD8+ vesicle-bound cell fraction;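 binding gate set so that unloaded-vesicle control wells show 10% double positive cells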
* hit, by the source's call; i = inactive. Only part of the results is shown; the hit share may differ from the screen's.

SMILES	T cell modulator	T cell modulator vesicle-bound %	Lipid droplet	Lipid droplet cells 6.5 µM	PhoP inhibition
O=C1CSC(=S)N1/N=C/c1cc(Br)c(O)c(Br)c1	i	56	3	775	-12%
O=C(CCC(=O)Nc1cccc(C(F)(F)F)c1)NCC1CCCO1 (stereo not drawn)	i	63	-1	777	4%
O=C(COc1c(Br)cc(Br)cc1Br)N/N=C/c1ccco1	i	14	6	713	-3%
COCC1CCN(C(=O)c2ccc(OC)c(OC3CCN(C(C)C)CC3)c2)CC1	i	11	16	709	1%
COC(=O)C1(C)NC(c2ccc(O)cc2)C2C(=O)N(c3ccc(F)cc3)C(=O)C21 (stereo not drawn)	i	44	-1	821	4%
COCCCNC(=O)CN1C(=O)CSc2ccc(S(=O)(=O)N3CCOCC3)cc21	i	24	60*	798*	1%
CCOc1cc(/C=C2/C(=O)NN(c3cccc(Cl)c3)C2=O)ccc1O	i	61	-2	795	-2%
O=C(CSc1nnc2ncccn12)Nc1cccc2ccccc12	i	25	14	749	-5%
Cc1ccc(CSCCNS(=O)(=O)c2ccc([N+](=O)[O-])cc2)cc1	i	10	-1	843	0%
Cc1cccc(C(=O)OCCN2CCOCC2)c1	i	54	5	850	6%
COC(=O)c1ccc(COC(=O)c2cc3ccccc3oc2=O)cc1	i	48	4	834	13%
Cc1ccc(N(CC(=O)NC2CCCCC2C)S(=O)(=O)c2c(C)nn(C)c2C)cc1 (stereo not drawn)	i	26	0	715	-10%
CN(C(=O)COc1ccc2c(-c3ccccc3)cc(=O)oc2c1)C1CCS(=O)(=O)C1 (stereo not drawn)	i	62	5	669	2%
CCOc1ccc(NC(=O)C2C3C=CC4(O3)C2C(=O)N(Cc2cccnc2)C4C(=O)NC2CCCCC2)cc1 (stereo not drawn)	i	16	-1	819	-2%
CC1CCCN(CC(O)COc2ccc(-c3ccccc3)cc2)C1 (stereo not drawn)	i	10	-6	720	6%
CCc1ccc(-c2cc(C)no2)cc1S(=O)(=O)N1CCN(c2ccccc2F)CC1	i	20	-31	718	-10%
COc1ccc(S(=O)(=O)N2CCN(c3ncccn3)CC2)cc1OC	i	34	-3	831	1%
CC(=O)NC12CC3CC(C1)CC(C(=O)Nc1nc4ccc(S(C)(=O)=O)cc4s1)(C3)C2	i	5	6	890	-7%
Cc1ccc(C(=O)N/C(=C/c2ccco2)C(=O)NCc2ccco2)cc1	i	35	1	773	-4%
CN(CC(=O)NCCCc1ccccc1)S(=O)(=O)c1ccc(Br)cc1	i	53	3	828	1%
CC(=O)Nc1cc2c3c(c1)CC(=O)N3CCC2	i	12	17	772	1%
CCCNC(=S)Nc1cc2oc3ccccc3c2cc1OC	i	54	-4	681	4%
Fc1ccc(CNc2nc(-c3cccnc3)nc3ccccc23)cc1	i	20	-13	820	0%
Clc1cccc2c3c([nH]c12)CCNC3	i	59	-10	845	-3%
CC1CCN(CCCCOc2ccc(C(C)(C)C)cc2)CC1	i	52	7	833	15%

(listing goes on)
SMILES	T cell modulator	T cell modulator vesicle-bound %	Lipid droplet	Lipid droplet cells 6.5 µM	PhoP inhibition
Cc1cccc(C)c1OCc1cc(C(=O)N2CCN(C3CCCC3)CC2)no1	i	13	-5	828	-6%
N#Cc1ccc(-c2nc3ccccc3c(=O)n2O)cc1	i	42	3	645	-3%
Cc1c(CCO)c(=O)[nH]n1S(=O)(=O)c1ccc(Cl)cc1Cl	i	19	-4	835	1%
CC1(C)Nc2ccccc2C(=O)N1c1ccccc1	i	55	0	762	-1%
Cc1ccc(N(CC(=O)NC(C)c2ccccc2)S(=O)(=O)c2c(C)noc2C)cc1 (stereo not drawn)	i	12	8	773	10%
COc1ccc(S(=O)(=O)N2CCN(c3ccc(F)cc3)CC2)cc1C(=O)N1CCOCC1	i	25	-2	778	2%
COc1ccc(-c2cc(C(=O)N/N=C(\C)c3cccnc3)c3ccccc3n2)cc1	i	59	-8	824	3%
O=C1[C@@H]2Cc3c([nH]c4ccccc34)C(c3cccc([N+](=O)[O-])c3)N2C(=O)CN1CCCO (stereo partly drawn)	i	54	-3	793	1%
COc1ccc2c(C(=O)c3ccc(C)cc3)n(CCC(N)=O)[n+]([O-])c2c1	i	56	1	821	-1%
CCOC(=O)C1CCN(CC(O)COC(CC)c2ccccc2)CC1 (stereo not drawn)	i	32	-6	738	-8%
Cc1ccccc1NC(=O)CN1CCc2ccccc2C1	i	57	0	805	10%
O=C(CN1CCN(c2ccccn2)CC1)Nc1ccc(F)cc1F	i	10	9	837	10%
CNc1c(NC(=O)COc2ccc(Cl)cc2)c(=O)oc2ccccc12	i	10	6	733	-4%
COc1ccccc1CN1CC(C(=O)NCCc2cn[nH]c2)CCC1=O (stereo not drawn)	i	41	-2	915	-3%
CC(C)CCn1c(=O)c2sccc2n2c(CCCC(=O)N3CCC(N4CCCCC4)CC3)nnc12	i	22	-11	716	-2%
COc1ccc(CN(C)C(=O)c2ccc(NS(=O)(=O)c3ccc4[nH]c(=O)[nH]c4c3)cc2)c(OC)c1	i	51	7	674	-2%
CCOC(=O)N/N=C\c1ccccc1OC/C=C/c1ccccc1	i	67	-7	832	-4%
Cc1ccc(C(=O)CCC(=O)Nc2cccc(C)c2)cc1	i	56	-2	794	-12%
CCOC(=O)c1ccc2[nH]c3c(c2c1)CCCC3	i	8	15	836	20%
CC(C)n1nnc(-c2ccc(OCc3ccccc3F)cc2)n1	i	49	-5	811	-3%
NC(=O)c1nsc(C(=O)N(Cc2cccnc2)C(C(=O)NCc2ccccc2)c2ccc(O)cc2)c1N (stereo not drawn)	i	15	12	790	-1%
Cc1cc(C)nc(N/N=C/c2ccccc2OCC(=O)O)n1	i	18	-2	823	-6%
O=C(Cc1cccc2ccccc12)Nc1cc(C(=O)O)cc(C(=O)O)c1	i	45	3	812	-2%
CN1C(=O)C(C)(C)c2cc(S(=O)(=O)NCC3CCC(C(=O)NCc4ccc(F)cc4)CC3)ccc21 (stereo not drawn)	i	11	23	730	-6%
COc1ccc(CNC(=O)N2CCN(c3cccc(C)c3C)CC2)cc1OC	i	22	-1	736	2%

The list goes on.
SMILES	T cell modulator	T cell modulator vesicle-bound %	Lipid droplet	Lipid droplet cells 6.5 µM	PhoP inhibition
COc1ccccc1N1CCN(C(=O)c2ccco2)CC1	i	22	3	815	-2%
CN(C1CCCCC1)S(=O)(=O)c1ccc(C(=O)Nc2sc3c(c2C(N)=O)CC(C)(C)NC3(C)C)cc1	i	55	1	773	0%
Nc1oc2ccccc2c(=O)c1-c1ccc2c(c1)OCO2	i	42	21	406	24%
Cc1ccc(N(Cc2cc3cccc(C)c3[nH]c2=O)S(=O)(=O)c2ccccc2)c(C)c1	i	47	-30	726	-2%
CC(=O)N1c2ccc(S(=O)(=O)N3CCC(C(=O)Nc4cccc(C(F)(F)F)c4)CC3)cc2CC1C (stereo not drawn)	i	9	-26	718	19%
CCOCCCN(C(=O)c1snc(C(N)=O)c1N)C(C(=O)NCCC(C)C)c1ccc(Cl)cc1 (stereo not drawn)	i	56	-11	793	5%
CCOC(=O)C1CCN(C(=O)c2cc3c(OC)c(OC)c(OC)cc3[nH]2)CC1	i	33	-3	832	-6%
CCn1c(COc2cccc(OC)c2)nnc1SCC(=O)NCC1CCCO1 (stereo not drawn)	i	34	12	749	0%
Nc1nnc(SCC(=O)Nc2nccs2)s1	i	19	-2	778	2%
CC(=O)Nc1ccc(NC(=O)[C@@H](NC(=O)c2ccccc2F)C(C)C)cc1	i	58	-1	818	-3%
Cc1ccc(C(=O)N2CCCCC2)cc1S(=O)(=O)N1CCOCC1	i	47	4	842	0%
Cc1cccc(C(=O)Nc2ccc(C(=O)Nc3ccc(O)cc3)cc2)c1	i	74	0	799	-6%
CC(C)OCC(O)CN1CCN(CCN2C(=O)c3cccc4cccc(c34)C2=O)CC1 (stereo not drawn)	i	2	-44	756	3%
OC(c1ccccc1)c1nc2ccccc2[nH]1 (stereo not drawn)	i	43	2	823	-6%
Cc1cc(N2C(=O)C(O)=C(C(=O)c3ccco3)C2c2ccccc2F)no1 (stereo not drawn)	i	68	18	650	2%
Cc1cccc(C)c1OCCCCN1CCCCC1	i	48	9	804	7%
Cc1ccc(CN2C(=O)CSc3ccc(C(=O)NC4CC4)cc32)cc1	i	26	-3	809	4%
CCCC(=O)Nc1cc(C)cn(Cc2c(F)cccc2Cl)c1=O	i	38	-5	821	-7%
O=C(Nc1ccc(-n2cc(Br)cn2)cc1)c1ccncc1	i	32	7	805	-6%
CC(C)Cn1cnc2c1c(=O)[nH]c(=O)n2Cc1ccccc1	i	47	-1	831	-5%
O=C(CCNS(=O)(=O)c1ccccc1)Nc1ccccc1	i	54	-1	851	-4%
Cc1cc(C)c2oc(=O)cc(CN3CCN(Cc4ccccc4)CC3)c2c1	i	14	-17	822	-2%
Cc1nn(S(=O)(=O)c2ccc(Br)cc2)c(C)c1S(=O)(=O)N1CCOCC1	i	53	-12	713	-7%
COc1ccc(CC(=O)N/N=C(\C)c2cccs2)cc1OC	i	9	-4	665	-7%
CC1CCCC1/C(=N/O)c1ccccc1 (stereo not drawn)	i	34	-5	843	-3%

Some of the entries above in a different format:
O=C(CCNS(=O)(=O)c1ccccc1)Nc1ccccc1
  T cell modulator = i
  T cell modulator vesicle-bound % = 54
  Lipid droplet = -1
  Lipid droplet cells 6.5 µM = 851
  PhoP inhibition = -4%
Cc1cc(C)c2oc(=O)cc(CN3CCN(Cc4ccccc4)CC3)c2c1
  T cell modulator = i
  T cell modulator vesicle-bound % = 14
  Lipid droplet = -17
  Lipid droplet cells 6.5 µM = 822
  PhoP inhibition = -2%
Cc1nn(S(=O)(=O)c2ccc(Br)cc2)c(C)c1S(=O)(=O)N1CCOCC1
  T cell modulator = i
  T cell modulator vesicle-bound % = 53
  Lipid droplet = -12
  Lipid droplet cells 6.5 µM = 713
  PhoP inhibition = -7%
COc1ccc(CC(=O)N/N=C(\C)c2cccs2)cc1OC
  T cell modulator = i
  T cell modulator vesicle-bound % = 9
  Lipid droplet = -4
  Lipid droplet cells 6.5 µM = 665
  PhoP inhibition = -7%

Only Lipid droplet cells 6.5 µM, Lipid droplet and T cell modulator vesicle-bound %, for 3 of the compounds above:
Structure | Lipid droplet cells 6.5 µM | Lipid droplet | T cell modulator vesicle-bound %
CCn1c(COc2cccc(OC)c2)nnc1SCC(=O)NCC1CCCO1 (stereo not drawn) | 749 | 12 | 34
Cc1cccc(C)c1OCCCCN1CCCCC1 | 804 | 9 | 48
CC1CCCC1/C(=N/O)c1ccccc1 (stereo not drawn) | 843 | -5 | 34

Additional compounds
SMILES	T cell modulator	T cell modulator vesicle-bound %	Lipid droplet	Lipid droplet cells 6.5 µM	PhoP inhibition
CCN(C(=O)COC(=O)c1cc2c(s1)CCCCC2)C1CCS(=O)(=O)C1 (stereo not drawn)	i	34	4	854	-10%
Cc1cc(OC(C)C(=O)NCc2ccncc2)c2c(C)cc(=O)oc2c1 (stereo not drawn)	i	6	15	799	1%
N#C/C(=C\c1cn(CC(=O)O)c2ccccc12)C(=O)NCc1ccccc1	i	66	-3	814	0%
Cc1cccc(-c2noc(CN(C)C(=O)c3ccoc3C)n2)c1	i	31	0	790	5%
O=C(Nc1ccccc1C(=O)N1CCN(CCO)CC1)c1cccc([N+](=O)[O-])c1	i	28	-2	697	-5%
COc1ccccc1CNC(=O)c1oc2ccc(S(=O)(=O)N3CCOCC3)cc2c1C	i	35	22	773	-5%
CCN(CC)CCN(C(=O)/C=C/c1cccs1)c1nc2ccc(C)cc2s1	i	40	14	695	-3%
COc1ccc(CN2C(=NC(=O)c3ccccc3)SC3CS(=O)(=O)CC32)cc1 (stereo not drawn)	i	62	-8	672	1%
Clc1ccc2nc(-c3ccccc3)cn2c1	i	59	-16	719	-1%

High-throughput results deposited in PubChem BioAssay by several laboratories.
